# Screening results from PubChem.
# HEK293 tox: cytotoxicity in counter-screen for GLP-1R inverse agonists. Potency, µM (series often up to 38.3 µM), for the others: top-dose activity change, negative = inhibition, most hits filed as inhibitors. AID 624418. HEK293 cAMP-luciferase reporter cells, luminescence, 24 h. 410,000 compounds, 0.13% hits;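 further: loss of luciferase light is scored as toxicity; potency means the concentration at half of the fitted maximal effect; on the % scale 0 is the no-effect control and ±100 the full control effect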
#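 Quantitative HTS format, 1536 wells, 200 cells/uL seeded. Compounds: 23 nL, 24 h, 37 °C. Detection: luciferase reagent, luminescence at 12 min RT; decreased signal taken as cytotoxic.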
# PI5P4K alpha inh: blocks human PI5P4K alpha kinase activity. AID 652105. max response, %. 330,000 compounds, 1.2% hits. PI5P4Kalpha enzyme, ADP-Glo luminescence, 60 min; active compounds read low; active means max response of -50% or lower; inconclusive means between -30% and -50%; inactive means -30% or higher; further: value at the top dose of about 77 µM; on the % scale 0 is the no-effect control and ±100 the full control effect
# Target sequence (P48426 whole entry, looked up): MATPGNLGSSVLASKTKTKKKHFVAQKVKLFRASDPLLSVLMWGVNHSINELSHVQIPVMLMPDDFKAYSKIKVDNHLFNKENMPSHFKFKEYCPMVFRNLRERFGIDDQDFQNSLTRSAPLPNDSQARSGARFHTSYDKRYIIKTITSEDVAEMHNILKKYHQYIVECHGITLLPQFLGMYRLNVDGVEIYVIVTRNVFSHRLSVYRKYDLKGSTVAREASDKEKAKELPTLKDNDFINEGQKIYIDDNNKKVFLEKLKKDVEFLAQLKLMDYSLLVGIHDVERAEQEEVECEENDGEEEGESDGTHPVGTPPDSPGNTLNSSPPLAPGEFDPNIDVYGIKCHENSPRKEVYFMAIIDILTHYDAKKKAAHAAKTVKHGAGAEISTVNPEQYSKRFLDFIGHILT
#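 ADP-Glo luminescence end-point read after a 60 min room-temperature kinase reaction of PI5P4Kalpha plus substrate, initiated with ATP at 5 microM final. Buffer: 0.038 M HEPES pH 7.4, EGTA, 0.1% CHAPS, 5% DMSO.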
# IL2 activator: activators of IL-2 | IL-2 activation reporter assay, cell-based qHTS; stimulated with anti-CD3/CD4/CD28 beads; in transgenic mouse T cells | activation, % (series mostly up to about 46 µM) | 360,000 compounds, 0.065% hits | AID 652025; in the data active means activation above about 50%; inconclusive means mostly about 30% to 49%; further: 0% is about no effect
#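 Unstimulated transgenic mouse T cells, 750 per well, received compound and, after 60 minutes, anti-CD3/anti-CD4 bead plus anti-CD28 stimulation. EGFP and DsRed were quantified after 18 hours.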
# WRN inhibitor: blocks human WRN helicase. WRN helicase unwinding, fluorescent forked duplex, kinetic. Potency, µM (top dose mostly 114 µM), for the others: at the top dose activity change, negative = inhibition, usual class: inhibitors. 360,000 compounds, 0.46% hits. AID 651768; further: potency means the concentration at half of the fitted maximal effect; on the % scale 0 is the no-effect control and ±100 the full control effect; nearly all actives have a fitted effect of over 55% in size
#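 Enzyme (20 nM final) and test compound sit together 15 min at room temperature before substrate addition. Substrate is a single-forked duplex oligonucleotide (100 nM) labelled with fluorophore and quencher, with 2 mM ATP; helicase unwinding raises red fluorescence, read kinetically.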
# DRD3 antagonist: blocks the human D3 dopamine receptor; P35462; D3R cells, DiscoveRx beta-arrestin luminescence, antagonist mode; active compounds read low; max response, negative = inhibition, %; 360,000 compounds, 2.5% hits; AID 652054; in the data active means max response below about -50%; inconclusive means no clear call, values can overlap the other calls; further: on the % scale 0 is the no-effect control and ±100 the full control effect; mostly tested at two doses, the higher about 12 µM
#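 Cells plated overnight at 1500 cells/well, then exposed to library compounds with dopamine controls for 90 minutes at 37 degrees C. DiscoveRx reagent added for 30–60 minutes at room temperature; luminescence read, quantitative HTS format.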
# GLP1R inv ag: acts as inverse agonist at human GLP-1 receptor; 410,000 compounds, 1.6% hits; HEK293 GLP-1R CRE-luciferase, luminescence, 24 h; GLP-1R form is constitutively active; P43220; Potency, µM (top dose mostly 38.3 µM), without a hit: top-dose activity change, negative = inhibition, usual class: inhibitors; further: potency means the concentration at half of the fitted maximal effect; on the % scale 0 is the no-effect control and ±100 the full control effect; nearly all actives have a fitted effect of over 55% in size
# Target sequence (P43220 whole entry, looked up): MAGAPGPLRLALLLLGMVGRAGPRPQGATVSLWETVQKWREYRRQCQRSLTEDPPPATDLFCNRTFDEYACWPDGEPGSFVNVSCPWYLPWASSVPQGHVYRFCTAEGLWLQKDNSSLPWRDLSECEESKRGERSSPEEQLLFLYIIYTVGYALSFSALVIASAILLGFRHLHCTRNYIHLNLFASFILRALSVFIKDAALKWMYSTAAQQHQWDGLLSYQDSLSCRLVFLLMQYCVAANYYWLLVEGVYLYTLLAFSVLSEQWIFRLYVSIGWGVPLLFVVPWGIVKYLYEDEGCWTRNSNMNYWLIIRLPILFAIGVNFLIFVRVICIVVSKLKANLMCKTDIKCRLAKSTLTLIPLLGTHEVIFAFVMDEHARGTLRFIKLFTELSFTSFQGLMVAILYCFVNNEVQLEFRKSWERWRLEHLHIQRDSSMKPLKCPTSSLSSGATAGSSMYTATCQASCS
#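 Seeding at 200 cells/uL, 12 h culture, 24 hr compound treatment, then luciferase reagent and a luminescence read; cells are HEK293 stably expressing a constitutively active GLP-1R plus cAMP-responsive luciferase.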
# GLP1R ag: activates the human GLP-1 receptor. AID 624172. Potency, µM (top dose mostly 45.6 µM), inactives show at the highest dose activation, usual class: activators. HEK293 GLP-1R CRE-luciferase, luminescence, 4-6 h; cells express a hypersensitive GLP-1R form. 380,000 compounds, 0.007% hits; further: potency means the concentration at half of the fitted maximal effect; % of control where 0% means no effect
# PLK1 PBD block: blocks phosphopeptide binding to human PLK1 polo-box domain; Plk1 PBD binding of FITC phosphopeptide, fluorescence polarization; 360,000 compounds, 2.8% hits; P53350; Potency, µM, inactives show max response, negative = inhibition, actives largely listed as inhibitors; further: potency means the concentration at half of the fitted maximal effect; series mostly up to about 57 µM; on the % scale 0 is the no-effect control and ±100 the full control effect; nearly all actives have a fitted effect of over 65% in size
# D3 ag: agonists of human D3 dopamine receptor; D3R DiscoveRx beta-arrestin cells, luminescence, 90 min; 410,000 compounds, 0.58% hits; max activation, %; AID 652048; P35462; in the data active means max activation above about 30%; further: 0% is about no effect; mostly tested at two doses, the higher about 12 µM
#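 Agonist mode: compounds and dopamine controls were applied to plated cells for 90 min at 37 degrees C after an overnight attachment at 1500 cells/well. Luminescent read-out followed 30 - 60 minutes at room temperature with DiscoveRx detection reagent.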
# * hit, by the source's call; ? = inconclusive; . = not tested or not shown; [ ] = remark or other dose. Unless noted, the call rests on the fitted dose curve; in most records, active means well fitted curve in the direction sought with a large enough effect; inconclusive means small, poorly fitted or top-dose-only effect, or another doubt; inactive means no such curve, though single readings can be large; an effect the other way counts as inactive or inconclusive. Compounds were not picked by outcome; 7.8% or so of the library scored in one or more.
1) CCC(=O)Nc1c(-c2ccccc2Cl)c(=O)c2ccccc2n1C
2) COc1ccc(/C=C(\C#N)C(=O)OCC(=O)NC2CC2)cc1
3) O=S(=O)(NCc1ccco1)c1ccc2c(c1)Cc1ccccc1-2
4) CSCCC(NC(=O)c1ccccc1Cl)C(=O)N1CCN(C(C)=O)CC1 (stereo not given)
5) O=C(Nc1cccc(Br)c1)c1ccc(Cl)c(S(=O)(=O)N2CCOCC2)c1
6) O=C(O)C1CC=CCC1C(=O)NCCc1cccc(Cl)c1 (stereo not given)
7) CC1CN(C2CCN(S(=O)(=O)Cc3ccccc3)CC2)CC(C)O1 (stereo not given)
8) CCOC(=O)CCc1c(C)nc2cc(-c3ccc(Cl)cc3)[nH]n2c1=O
9) CCN(CC(=O)NCc1cccs1)C(=O)c1ccc(-c2ccc(F)cc2)o1
10) CC(=O)Nc1ccc(NC(=O)C(C)OC(=O)/C=C/c2cccs2)cc1 (stereo not given)
compound no.	1	2	3	4	5	6	7	8	9	10
HEK293 tox	-40%	1%	2%	-16%	?	-1%	-6%	-15%	-28%	8%[7.66 µM]
PI5P4K alpha inh	-6	0	.	-6	.	.	0	-7	0	-5
IL2 activator	1.0	0.3	-2.4	-3.0	-1.6	-2.2	-1.6	-0.9	-1.0	1.1
WRN inhibitor	8%	-9%	-14%	4%	-15%[57.1 µM]	5%	12%	-14%	-1%	6%
DRD3 antagonist	-5	-9	14	11	17	10	?	15	-3	13
GLP1R inv ag	18%	2%	0%	0%	?	5%	3%	4%	?	0%[7.66 µM]
GLP1R ag	4%	-3%	6%	-2%	-3%	-9%	-8%	-1%	-5%	1%
PLK1 PBD block	-5%	-19%	-29%	5%	7%	-7%	-6%	-3%	-26%	9%
D3 ag	1	0	-7	4	12	-14	0	4	-4	4

11) CCc1ccc(NC(=O)C2CCN(S(=O)(=O)c3c(C)noc3/C=C/N(C)C)CC2)cc1
12) N#C/C(=C\c1c(N2CCCCCC2)nc2ccccn2c1=O)C(N)=O
13) COc1ccc(C(=O)Nc2cccnc2)cc1S(=O)(=O)N1CCOCC1
14) COC(=O)N/N=C(C)/C=C/c1ccccc1
15) COc1ccc(CN2CCC(C(=O)c3ccc(Cl)cc3)CC2)cc1
16) O=C(NNC(=S)NCc1ccc(Cl)cc1)c1ccc2c(c1)OCO2
17) Cc1ccc(S(=O)(=O)N2CCN(C(=O)Cc3ccsc3)CC2)c(C)c1
18) O=C(c1ccccn1)N1CCN(C(=O)c2ccccn2)CC1
19) CN(C)S(=O)(=O)c1ccc2c(c1)N(CC(=O)N1CCC(C(N)=O)CC1)CCS2
20) CCc1cccc(C)c1NC(=O)CO/N=C(\N)CC(=O)NC1CCCCC1
compound no.	11	12	13	14	15	16	17	18	19	20
HEK293 tox	5%	18%	6%	3%	-2%	0%	6%	9%	-4%	4%
PI5P4K alpha inh	-3	2	-7	4	-9	-3	-10	.	.	-10
IL2 activator	-1.4	-1.1	3.0	-6.4	-0.2	0.1	1.0	-0.7	.	-2.3
WRN inhibitor	-9%	3%	1%	-24%	4%	2%	-29%	-2%	.	9%
DRD3 antagonist	22	-3	8	9	-88*	-5	-9	9	.	-18
GLP1R inv ag	?	46%[activator]	0%	0%	?	-24%	-22%	5%	7%	-4%
GLP1R ag	-1%	8%	-3%	7%	3%	5%	-2%	1%	11%	-13%
PLK1 PBD block	-3%	-7%	3%	-22%	-7%	?	-6%	1%	.	-2%
D3 ag	4	-8	0	-5	-20	1	-2	4	1	-2

21) CCN(CC)c1ccc2c(C)cc(=O)oc2c1
22) CC(C)(C)c1ccc(-c2noc(-c3ccc4c(c3)CCO4)n2)cc1
23) CCCc1nc2ccccc2c(=O)n1CC(=O)c1ccccc1
24) COc1cc(/C=C/C(=O)c2ccc3c(c2)OCCO3)cc(OC)c1OC
25) Cc1cc(C)c[n+](-c2nc3ccccc3nc2[N-]S(=O)(=O)c2ccc(Br)s2)c1
26) O=C(Nc1ccccc1C(=O)O)c1ccc(Cl)c(S(=O)(=O)N2CCOCC2)c1
27) O=C(Nc1ncc(Cc2ccc(C(F)(F)F)cc2)s1)c1ccc(-c2cccc([N+](=O)[O-])c2)o1
28) CCN(CC)CCNC(=O)C1CCN(S(=O)(=O)N2CCCCC2)CC1
29) Cc1ncoc1C(=O)N1CCCC(C(=O)Nc2cccc(-c3ccc(F)cc3)c2)C1 (stereo not given)
30) COc1cc(C(F)(F)F)nc2ccc(C#CCOC(=O)Nc3ccccc3)cc12
compound no.	21	22	23	24	25	26	27	28	29	30
HEK293 tox	197%[activator]	5%	-23%	-5%	-25%	15%	-11%	4%	-25%	-24%
PI5P4K alpha inh	-3	51	3	-3	-5	-11	31	.	7	2
IL2 activator	-0.6	0.9	1.5	-0.5	6.6	0.0	0.2	-2.0	-4.0	-0.6
WRN inhibitor	-1%	-9%	12%	-4%	-11%	-14%	-19%	0%	-8%	-6%
DRD3 antagonist	-15	16	8	-12	-3	25	5	-2	-2	16
GLP1R inv ag	22%	10%	4%	?	-15%	26%	?	?	?	?
GLP1R ag	20%	1%	3%	-5%	14%	-1%	-10%	0%	11%	22%
PLK1 PBD block	-13%	-2%	-17%	-1%	-22%	-9%	0%	-1%	3%	-4%
D3 ag	0	16	-4	-18	0	9	-4	6	-17	12

31) CCCn1c(N)c(C(=O)CSc2nc3ncc(Cl)cc3[nH]2)c(=O)n(C)c1=O
32) CN(C(=O)c1ccc(-c2nn(C)c(=O)c3ccccc23)cc1)c1ccccc1
33) Cc1c(/C=C(\C#N)C(=O)NCc2ccccc2)cc(C#N)n1C
34) CC(=O)Nc1ccc(NC(=O)C(C)OC(=O)CCN=C2NS(=O)(=O)c3ccccc32)cc1 (stereo not given)
35) O=C(Cc1ccc(S(=O)(=O)N2CCOCC2)s1)NCC1CCCCC1
36) COc1ccc(OCCNC(=O)CCCO)cc1
37) O=C(CN1C(=O)c2ccccc2C1=O)Nc1ccc(S(=O)(=O)N2CCOCC2)cc1
38) N/C(=N\OC(=O)/C=C/c1ccccc1)c1ccc(Cl)cc1
39) Cn1cccc1C(=O)NC(=O)CSc1nc2ccccc2s1
40) Cc1nnc(NC(=O)C(C)Sc2nnc(CCNC(=O)c3ccccc3F)n2C)s1 (stereo not given)
compound no.	31	32	33	34	35	36	37	38	39	40
HEK293 tox	5%	-28%	4%	-4%	-1%	3%	-4%	11µM*	-7%	0%
PI5P4K alpha inh	-3	0	-10	-2	?	7	3	-1	-17	-2
IL2 activator	0.4	-0.6	-3.9	-0.1	-1.1	-0.8	-0.9	4.1	-4.4	-0.3
WRN inhibitor	0%	0%	-36%	3%	-12%	-6%	5%	2%	-11%	-4%[57.1 µM]
DRD3 antagonist	1	37	0	7	80	-3	0	-6	22	11
GLP1R inv ag	12%	5%	7%	-16%	-25%	11%	3%	5%	3%	3%
GLP1R ag	-4%	10%	20%	14%	3%	0%	14%	11%	0%	2%
PLK1 PBD block	-19%	1%	-8%	-3%	-11%	6%	-6%	-7%	-18%	5%
D3 ag	5	5	-17	1	-2	-15	13	-11	2	0

41) CCNc1nc(N)nc(Oc2ccc(OCc3ccccc3)nn2)n1
42) CC(=O)c1ccccn1
43) CCN(c1ccccc1)S(=O)(=O)c1ccc(OC)c(NC(=O)Cc2ccccc2OC)c1
44) COCCN1CN=C(Nc2nc3ccccc3s2)NC1
45) O=C(N/N=C/c1cccc(OCc2ccccc2)c1)c1cccs1
46) CCCc1nc2ccc(C)cn2c1Cc1ccccc1C(F)(F)F
47) C/C(N)=C(/C#N)C(=O)COC(=O)c1ccncc1
48) Cc1cc(C)cc(N2C(N)=NC(N)=NC2c2cccc(Cl)c2)c1 (stereo not given)
49) O=C(c1ccc(Cl)c(S(=O)(=O)N2CCOCC2)c1)N1CCN(Cc2ccccc2)CC1
50) Cc1ccccc1OCCC(=O)OCC(=O)NC(C)c1ccccc1 (stereo not given)
compound no.	41	42	43	44	45	46	47	48	49	50
HEK293 tox	7%	-12%	-12%	2%	-2%	-22%	1%	-25%	-6%	6%
PI5P4K alpha inh	.	1	-1	1	-2	0	-3	-9	-2	-2
IL2 activator	-1.1	0.0	-0.1	1.3	0.2	-0.5	-2.7	0.0	-0.1	1.2
WRN inhibitor	-5%	-9%	-7%	-5%	-4%	-5%	-7%	2%	6%	2%
DRD3 antagonist	11	22	-2	7	0	-6	8	2	1	7
GLP1R inv ag	39%[activator]	1%	10µM*	6%	-2%	-45%	0%	?	18%	3%
GLP1R ag	11%	-2%	4%	-12%	-21%	-4%	0%	11%	-10%	11%
PLK1 PBD block	-1%	-3%	7%	-2%	-2%	-7%	-10%	-2%	-10%	2%
D3 ag	8	3	-6	1	-1	-6	-8	-8	2	4

# Looked up by structure from the list above (five):
16) O=C(NNC(=S)NCc1ccc(Cl)cc1)c1ccc2c(c1)OCO2
3) O=S(=O)(NCc1ccco1)c1ccc2c(c1)Cc1ccccc1-2
9) CCN(CC(=O)NCc1cccs1)C(=O)c1ccc(-c2ccc(F)cc2)o1
21) CCN(CC)c1ccc2c(C)cc(=O)oc2c1
15) COc1ccc(CN2CCC(C(=O)c3ccc(Cl)cc3)CC2)cc1
compound no.	16	3	9	21	15
HEK293 tox	0%	2%	-28%	197%[activator]	-2%
PI5P4K alpha inh	-3	.	0	-3	-9
IL2 activator	0.1	-2.4	-1.0	-0.6	-0.2
WRN inhibitor	2%	-14%	-1%	-1%	4%
DRD3 antagonist	-5	14	-3	-15	-88*
GLP1R inv ag	-24%	0%	?	22%	?
GLP1R ag	5%	6%	-5%	20%	3%
PLK1 PBD block	?	-29%	-26%	-13%	-7%
D3 ag	1	-7	-4	0	-20
